Screening data (PubChem BioAssay)
Imprint erasure = inducers of genomic imprint erasure in mouse ES cells; mouse ES Peg3-LacZ reporter, beta-gal luminescence, 40 h; Potency, µM (top dose mostly 60.7 µM), without a hit: at the highest dose activity change, positive = activation, most hits filed as activators; AID 1948; 110,000 tested, 0.02% active;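 further: 0% = negative control wells on the plate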
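Each well holds 300 Peg3LacZ-Neo (maternal) female ES cells incubated 40 h at 37C, 5% CO2. LacZ is measured by BetaGlo luminescence, with AC50 and maximum efficacy derived from dose-response curves.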
p53ts 39C tox = p53ts cell cytotoxicity, nonpermissive temperature. H1299-p53A138V viability at 39C, ATP luminescence, 24 h. Potency, µM (top dose mostly 46.1 µM), without a hit: top-dose activity change, negative = cell killing, most hits filed as cytotoxic. 130,000 tested, 1.5% active; further: nearly all actives have a fitted effect of over 55% in size
p53ts 32C tox = cytotoxicity in p53ts cells at permissive temperature | 130,000 tested, 0.93% active | H1299-p53A138V at 32C, ATP luminescence viability, 24 h | Potency, µM (series often up to 46.1 µM), without a hit: at the highest dose activity change, negative = cytotoxicity, most hits filed as cytotoxic | AID 924;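 further: 0% = DMSO and -100% = full killing by reference compound; nearly all actives have a fitted effect of over 55% in size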
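ATP-content luminescence (ATPlite) read-out after 24 h compound exposure at 32C in H1299-p53A138V cells (600/well). Tested up to 46 uM. Normalized to DMSO (0%) and 100 uM tamoxifen (100% killing); Hill-fit AC50.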
IkB signaling = inhibitors of IkB signaling in ABC-DLBCL cells; Potency, µM (top dose mostly 57.1 µM), inactives show at the top dose IkBa stabilization activation; AID 445; 110,000 tested, 0.04% active; ABC-DLBCL IkBa-CBG/CBR dual luciferase ratio, 4 h; response scale: scaled: untreated 0%, proteasome inhibitor 100%; active means well fitted curve in the direction sought with a large enough effect in the signal ratio, not every such curve was filed as active; inconclusive means small, poorly fitted or top-dose-only effect, or a change in a side signal; the % refers to the signal ratio;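 further: the direction sought is a rising ratio; 0% = basal untreated cells and 100% = reference inhibitor full response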
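Curves were fitted separately to fusion (green), unfused (red) and ratio luminescence, then classed by r2, magnitude and activity. Cells: OCI-Ly3, 4 h compound plus doxycycline at 37C; 10 uM MG-132 defined full response.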
Starred values were filed as active, the others as inactive; u = inconclusive; x = not tested or not shown; [ ] = remark or other dose. Unless noted, the call rests on the fitted dose curve; in most records, active means well fitted curve in the direction sought with a large enough effect; inconclusive means small, poorly fitted or top-dose-only effect, or another doubt; inactive means no such curve, though single readings can be large; an effect the other way counts as inactive or inconclusive. Unless noted, on the % scale 0 is the no-effect control and ±100 the full control effect; potency means the concentration at half of the fitted maximal effect.

structure	Imprint erasure	p53ts 39C tox	p53ts 32C tox	IkB signaling
Cc1ccc2c(=O)cc(C(=O)Nc3nc4ccc(Cl)cc4s3)oc2c1C	5%[10.9 µM]	9%	-7%	2.4%
Cc1ccc2c(c1)c1ncn(CCC3=CCCCC3)c(=O)c1n2C	-17%	-7%	0%	1.2%
Cc1ccc(NC(=O)c2cnc(N3CCCCC3)c3ccccc23)c(C)c1	4%[10.9 µM]	-20%	5%	u
CCOC(=O)N1CCN(S(=O)(=O)c2cccc3cccnc23)CC1	-3%	-7%	2%	0.8%
COc1ccc(CCNc2nc3ccc(Cl)cc3n3cnnc23)cc1OC	-7%[10.9 µM]	-1%	-2%	0.7%
CC(C)Sc1nc2c(c(=O)n(C)c(=O)n2C)n1C	-5%	-8%	8%	0.3%
CC1CCCCN1S(=O)(=O)c1ccc(NC(=O)c2cccs2)cc1 (stereo not drawn)	-11%	20%	13%	-1.5%
CCCCNC(=O)CCc1c(C)nc2c(c(C)nn2-c2ccccc2)c1C	-9%[10.9 µM]	-9%	-9%	u
C=CCn1c(N)cc(=O)nc1SC(C)C(=O)Nc1cccc2ccccc12 (stereo not drawn)	x	23%	-9%	x
CCn1c(=O)c2cc(C(=O)NCCN3CCOCC3)sc2c2ccccc21	-14%	-7%	0%	-1.3%
C[C@H]1CC[C@H](C(=O)O)N[C@@H]1c1ccc(C#Cc2ccccc2)cc1	x	6%[9.22 µM]	-3%[9.22 µM]	x
CCn1c(=O)c(C(=O)Nc2cccnc2)c(O)c2ccccc21	-8%	-8%	-12%	u
CCC(=O)Nc1ccc(N2CCN(Cc3ccccc3F)CC2)cc1	1%	1%	8%	0.7%
CN1C(=O)c2ccc(C(=O)NC3CCCCC3)cc2C1=O	2%	4%	10%	1.6%
CCC(CCC(C)C1CCC2C3CC=C4CC(O)CC[C@@]4(C)C3CC[C@@]12C)C(C)C (stereo partly drawn)	0%	1%	6%	x
COc1ccc(OCc2nc(-c3ccc(-n4cccc4)cc3)no2)cc1	27%[10.9 µM]	-25%	-8%	-1.1%
Cc1cccc(C(=O)Nc2ccc(OCc3cc(=O)n4c5c(sc4n3)CCCC5)cc2)c1	23%[10.9 µM]	-20%	-6%	-0.8%
COc1ccc(CCNC(=O)Cn2cnc3c2c(=O)n(C)c(=O)n3C)cc1OC	-8%	-7%	-20%	0.3%
CC(C)(C)CC(C)(C)c1ccc(OCC(=O)Nc2ccc(S(=O)(=O)Nc3ncccn3)cc2)cc1	-6%[10.9 µM]	-12%	-5%	0.6%
Cc1ccc(-c2cc(C(=O)Nc3ccc(SC(F)F)cc3)no2)cc1F	-14%[10.9 µM]	-16%	-8%	9.9%
CCOc1ccc(C(=O)CCN2CCCCC2)cc1	-14%	u	-19%	u
O=C(C1CCC1)N1CCc2cc(S(=O)(=O)NCc3ccco3)ccc21	-16%	-12%	-2%	0.1%
CCCn1c(CNC(=O)c2ccccc2)nc2ccccc21	-9%	7%	6%	-2.3%
CC1CCCCN1C(=O)CSc1nc2cc3c(cc2c(=O)n1Cc1ccc2c(c1)OCO2)OCO3 (stereo not drawn)	2%	19%	3%	1.8%
COc1ccc(-c2nc(SCc3cc(=O)c4cc(C)ccc4[nH]3)n[nH]2)cc1	-15%[10.9 µM]	-6%	5%	2.6%
COC(=O)c1cccc(OC(N)=O)c1	-3%	1%	0%	3.4%
NC(=O)CSc1nc2c(oc3ccccc32)c(=O)n1-c1ccccc1F	-2%[10.9 µM]	-19%	7%	-0.9%
Cc1ccc2cc(C(c3nnnn3C(C)(C)C)N3CCCC3)c(=O)[nH]c2c1C (stereo not drawn)	-8%	-4%	4%	-0.3%
CC(=O)Nc1cc(C(=O)c2ccccc2)ccc1N1CCOCC1	-6%	3%	7%	0.8%
O=C(c1ccco1)N1CCC[C@@]2(CCN(c3cccc(-c4ccccc4)c3)C2)C1	x	-16%	-15%	0.1%[11.4 µM]
Cc1ccc(NC2c3ncccc3C(=O)N2C2CCCCC2)cc1 (stereo not drawn)	-7%	-10%	0%	3.8%
CC1(C)CC(=O)C2=C(C1)OC(/N=C/N1CCOCC1)=C(C#N)C2c1ccccc1 (stereo not drawn)	-9%	5%	7%	-1.7%
COc1ccc2c(C)cc(C)nc2n1	-13%[10.9 µM]	23%[9.22 µM]	-4%[9.22 µM]	-0.2%[11.4 µM]
O=C(CCC1N=C2c3ccccc3N=C(SCc3ccc(Cl)cc3)N2C1=O)NCc1cccs1 (stereo not drawn)	-14%[10.9 µM]	-12%	24%	u
Cc1ccc(-c2c3c(=O)n(C)c(=O)n(C)c3cn2-c2ccccc2O)cc1	-7%	7%	2%	1.1%
Cc1nc(Nc2nc(=O)c3ccccc3n2C)nc2c(C)cccc12	x	3%	-1%	14%
COC(=O)CCC(C)C1CCC2C3C(O)C[C@@H]4CC(O)CC[C@@]4(C)C3CC(O)[C@]12C (stereo partly drawn)	-9%	-21%	9%	x
Cc1ccc(NC(=O)Cn2c(=O)n(Cc3nc(-c4ccccc4)no3)c(=O)c3ccccc32)cc1C	-4%[10.9 µM]	1%	-1%	-1.7%
COc1ccc(NC(=O)c2cn(CC(C)C)c(=O)c3cc(OC)c(OC)cc23)cc1Cl	5%[10.9 µM]	-13%	13%	7.5%
O=C(CCSc1ccc(F)cc1)Nc1ccc(-n2cnnn2)cc1	0%	-10%	4%	u
NC(=O)NC(=O)COC(=O)CN1C(=O)C2CCCCC2C1=O (stereo not drawn)	x	7%	42%[activator]	x
Cc1ccc(NCN2C(=O)C3C4C=CC(C4)C3C2=O)cc1 (stereo not drawn)	-1%	13%	-3%	-0.9%
COc1ccc(CCNC(=O)CCCn2c(=O)c3cccn3c3cccnc32)cc1OC	-8%[10.9 µM]	5%	7%	-0.9%
Cc1ccc(-n2ncc3c(=O)[nH]c(SCC(=O)N4CCOCC4)nc32)cc1	15%	8%	8%	-0.8%
O=C(Nc1nnc(S(=O)(=O)N2CCOCC2)s1)c1ccc(F)cc1	-7%[10.9 µM]	14%	7%	u
Cc1ccc(CCNC(=O)c2cc(-c3ccc(Cl)cc3)n[nH]2)cc1	-5%[10.9 µM]	-5%	5%	2.4%
CCCCOc1ccc(OCCNS(=O)(=O)N(C)C)cc1	-9%	-12%	-5%	0.2%
CC(=O)Nc1ccc(OCC=C(Cl)Cl)cc1	-6%	-8%	-1%	-0.2%
CCOC(=O)c1ccc2c(c1)n(CCO)c(C)[n+]2CC	-6%	-11%	-14%	2.0%
CCN(CC)CCNC(=O)Cc1nn(CC)c(=O)c2ccccc12	-4%	-14%	-5%	0.2%
CC(=O)O[C@@H]1CC[C@]2(C)C(=C[C@@H]([C@@H]3C=C4C[C@@H](OC(C)=O)CC[C@]4(C)C4=C3[C@H]3C[C@@H]5O[C@@]6(CC[C@H](C)CO6)[C@@H](C)[C@@H]5[C@@]3(C)CC4)C3=C2CC[C@@]2(C)[C@H]4[C@@H](C)[C@]5(CC[C@H](C)CO5)O[C@@H]4C[C@H]32)C1	u	-2%[9.22 µM]	9%[9.22 µM]	-0.5%[11.4 µM]
CC(C)(C)OC(=O)N1CCC(c2c(C(=O)N3CCCCC3)cnn2-c2ccc(Cl)cc2)CC1	-3%[10.9 µM]	6%	-8%	u
CCOC(=O)N1CCc2c(sc3c2c(=O)n(-c2ccc(CC)cc2)c(=O)n3Cc2cccc(Cl)c2)C1	-17%[10.9 µM]	-11%	0%	u
O=C(CCCn1c(=O)c2sccc2n(Cc2cc(=O)n3ccccc3n2)c1=O)NCc1ccco1	-8%	4%	-5%	-2.6%
CCOC(=O)c1sc2nccc(N(C)C)c2c1N=CN(C)C	-5%	8%	15%	-2.1%
COc1ccc(CN2C(=O)CCC2(C)C(=O)NC2CCCCC2)c(OC)c1 (stereo not drawn)	-5%	0%	-6%	1.9%

Three structures from above, arranged by SMILES length, high to low.
structure	Imprint erasure	p53ts 39C tox	p53ts 32C tox	IkB signaling
CCOC(=O)N1CCN(S(=O)(=O)c2cccc3cccnc23)CC1	-3%	-7%	2%	0.8%
COc1ccc(CCNc2nc3ccc(Cl)cc3n3cnnc23)cc1OC	-7%[10.9 µM]	-1%	-2%	0.7%
CC(=O)Nc1cc(C(=O)c2ccccc2)ccc1N1CCOCC1	-6%	3%	7%	0.8%

Carrying on:
structure	Imprint erasure	p53ts 39C tox	p53ts 32C tox	IkB signaling
Cn1c(C(=O)Nc2cccc(C(F)(F)F)c2)cc2c(=O)n3ccccc3nc21	-12%[10.9 µM]	-1%	-2%	-2.2%
Cc1ccc2c(c1)CC(C)N2S(=O)(=O)c1nnc(NC(=O)CC(C)C)s1 (stereo not drawn)	-16%[10.9 µM]	u	-8%	-2.6%
Cc1ccc(NC(=O)Cn2c(=O)n(-c3ccccc3)c(=O)c3ccc(C(=O)NCc4ccc5c(c4)OCO5)cc32)cc1	u	u	-17%	-1.5%
Cc1ccccc1C(=O)c1cccn1CC(=O)NCc1ccco1	-9%	-8%	-15%	2.8%
CN1CCN(Cc2c(O)ccc3c2oc(=O)c2ccccc23)CC1	x	3%	-15%	x
COc1ccc(N2C(=O)CSC23C(=O)N2CCCc4cccc3c42)cc1 (stereo not drawn)	18%	6%	8%	0.1%
CC1CC(C)(C)NC(=S)S1 (stereo not drawn)	-5%	7%	2%	1.3%
CCCN(c1ccc(OCC)cc1)c1ncnc2nc[nH]c12	-19%	-13%	-19%	8.9%
COC(=O)c1cccc(Nc2nc3ccccc3nc2C)c1	-17%	-8%	u	-3.9%
COc1ccc(C(=O)Nc2nc3n(n2)C(c2ccc(F)cc2)C=C(c2ccc(Cl)cc2)N3)cc1 (stereo not drawn)	-12%[10.9 µM]	-7%	-4%	0.1%
CCc1ccc(S(=O)(=O)c2nnn3c2nc(N2CCN(CC)CC2)c2sccc23)cc1	-11%[10.9 µM]	-9%	4%	u
O=C(CSc1nnnn1C1CCCCC1)NCc1ccc2c(c1)OCO2	-9%	-3%	-1%	0.6%
COC(=O)c1ccccc1NC(=O)C12CCC(C)(C(=O)O1)C2(C)C (stereo not drawn)	-4%	-2%	4%	1.6%
Cc1cc(C(=O)NC2CCCC2)on1	-8%	5%	3%	-0.8%
O=C(COc1ccccc1)NCC(c1cccs1)S(=O)(=O)c1ccc(Cl)cc1 (stereo not drawn)	-8%[10.9 µM]	-16%	-8%	u
O=c1c2oc3ccccc3c2n(Cc2ccccc2F)c(=O)n1Cc1ccco1	-13%[10.9 µM]	-5%	7%	-1.6%
COc1ccc(CCNc2nc3c(c(=O)n(C)c(=O)n3C)n2Cc2ccc(F)cc2)cc1OC	-14%[10.9 µM]	-10%	-9%	u
Cc1ccnc(NS(=O)(=O)c2ccc(NC(=O)c3cc(=O)c4ccc(C)c(C)c4o3)cc2)n1	2%[10.9 µM]	19%	-1%	u
CCCCCn1c(SCCC(C)C)nc2c1c(=O)[nH]c(=O)n2C	-10%	11%	7%	3.9%
COc1cc2c(cc1OC)C1(CCCC1)C(N)=C2C#N	x	-14%	0%	x
CC1CN(C(=O)N2CCC(C(=O)NCc3ccco3)CC2)c2ccccc2O1 (stereo not drawn)	-12%[10.9 µM]	9%	20%	u
CN1CC[C@H](CN2c3ccccc3Sc3ccccc32)C1	-5%[10.9 µM]	-9%[9.22 µM]	0%[9.22 µM]	1.7%[11.4 µM]
CCn1c(SCC(=O)NCCc2ccccc2)nnc1-c1cccs1	-4%	-3%	1%	-0.1%

Some of the entries so far, with each value named:
> Cc1ccnc(NS(=O)(=O)c2ccc(NC(=O)c3cc(=O)c4ccc(C)c(C)c4o3)cc2)n1
- Imprint erasure: 2%[10.9 µM]
- p53ts 39C tox: 19%
- p53ts 32C tox: -1%
- IkB signaling: u

> CCCCCn1c(SCCC(C)C)nc2c1c(=O)[nH]c(=O)n2C
- Imprint erasure: -10%
- p53ts 39C tox: 11%
- p53ts 32C tox: 7%
- IkB signaling: 3.9%

> COc1cc2c(cc1OC)C1(CCCC1)C(N)=C2C#N
- Imprint erasure: x
- p53ts 39C tox: -14%
- p53ts 32C tox: 0%
- IkB signaling: x
